PREPL inh = inhibitors of human prolyl oligopeptidase-like enzyme PREPL | recombinant PREPL, fluorescence polarization activity-based probe | inhibition, % at 5.96 µM | 320,000 compounds, 0.68% hits | AID 2751; in the data active means inhibition above about 43%;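 further: 0% = enzyme with DMSO and 100% = wells lacking enzyme; many of its hits are not listed in these tables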
Target sequence (Q4J6C6 whole entry, looked up): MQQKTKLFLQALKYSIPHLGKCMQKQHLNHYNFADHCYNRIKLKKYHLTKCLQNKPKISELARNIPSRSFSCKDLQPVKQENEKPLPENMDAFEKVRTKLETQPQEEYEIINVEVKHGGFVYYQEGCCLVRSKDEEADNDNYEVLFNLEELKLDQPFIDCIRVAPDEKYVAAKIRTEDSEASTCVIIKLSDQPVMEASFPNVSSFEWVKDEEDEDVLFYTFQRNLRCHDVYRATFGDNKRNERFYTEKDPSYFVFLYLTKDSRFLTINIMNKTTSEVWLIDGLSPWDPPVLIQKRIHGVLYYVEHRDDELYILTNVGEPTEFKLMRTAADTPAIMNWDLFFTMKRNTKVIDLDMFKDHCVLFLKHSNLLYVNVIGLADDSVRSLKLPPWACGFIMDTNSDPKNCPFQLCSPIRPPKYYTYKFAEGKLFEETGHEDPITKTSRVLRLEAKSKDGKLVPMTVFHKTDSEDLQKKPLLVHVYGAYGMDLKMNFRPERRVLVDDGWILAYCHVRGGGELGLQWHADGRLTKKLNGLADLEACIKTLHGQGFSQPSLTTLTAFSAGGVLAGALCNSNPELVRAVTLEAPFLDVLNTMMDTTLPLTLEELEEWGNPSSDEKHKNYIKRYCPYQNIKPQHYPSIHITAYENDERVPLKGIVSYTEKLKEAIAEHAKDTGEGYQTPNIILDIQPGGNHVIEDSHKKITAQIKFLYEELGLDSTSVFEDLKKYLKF
GASC-1 inh = human JMJD2C demethylase inhibition. inhibition, % at 2.35 µM. 330,000 compounds, 0.069% hits. GST-JMJD2C(1-420) H3K9me3 demethylation, DELFIA europium;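 active means more than half of a compound's replicate wells show inhibition beyond 50%, single wells judged on their own value; inconclusive means some, but no more than half, of replicates pass 50% inhibition; inactive means no replicate passes 50% inhibition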;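 further: signal counts dimethyl H3K9 product captured on neutravidin plate; 0% = median of DMSO wells and 100% = 0.3 times that DMSO median; strong numbers were not always called active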
PP5 inh = inhibitors of human protein phosphatase 5 (PP5); 320,000 compounds, 0.18% hits; P53041; inhibition, % at 6.7 µM; AID 1987; purified PP5c, OMFP substrate fluorescence;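 active means inhibition above the campaign's mean inhibition across all tested compounds plus 3 SD, cut at about 9.5% in these data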;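 further: 0% = DMSO only and 100% = 100 µM cantharidin control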
Fh CTSL1 inh = cathepsin L1 inhibition, PFM18AAP counter-screen; recombinant F. hepatica cathepsin L1, Z-Leu-Arg-MCA fluorescence; inhibition, % at 5.96 µM; 300,000 compounds, 0.49% hits;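 active means inhibition above the mean of all tested compounds plus 3 SD, set per screening campaign, cut at about 17% in these data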;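 further: 0% = plate median of test compound wells and 100% = 1 µM Z-Phe-Ala-diazomethylketone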
LYPLA2 counter = LYPLA2 (human) inhibition in PME1 counter-screen | recombinant LYPLA2, FP-Rh probe fluorescence polarization | inhibition, % at 5.9 µM | 320,000 compounds, 0.38% hits | AID 2177;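 active means inhibition above the screen-wide mean plus 3 SD, limit set per campaign, cut at about 26% in these data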;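 further: 0% = LYPLA2 with DMSO and 100% = wells lacking LYPLA2 enzyme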
TPT1 inh = blocks Candida albicans tRNA 2'-phosphotransferase | inhibition, % at 5 µM | recombinant caTPT1, FP RNA substrate dephosphorylation | 300,000 compounds, 0.81% hits;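 active means inhibition above the mean of all tested compounds plus 3 SD, set per screening campaign, cut at about 24% in these data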;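 further: plate controls were DMSO alone for no effect and ferristatin control at 100 nM for full effect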
PP1 inh = PP1-alpha (human) inhibition in PP5 counter-screen | P62136 | purified PP1alpha, OMFP fluorescence | inhibition, % at 6.7 µM | 320,000 compounds, 0.9% hits;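 active means inhibition above the mean inhibition of all tested compounds plus 3 SD, computed separately for each screening campaign, cut at about 15% in these data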
Target sequence (P62136 whole entry, looked up): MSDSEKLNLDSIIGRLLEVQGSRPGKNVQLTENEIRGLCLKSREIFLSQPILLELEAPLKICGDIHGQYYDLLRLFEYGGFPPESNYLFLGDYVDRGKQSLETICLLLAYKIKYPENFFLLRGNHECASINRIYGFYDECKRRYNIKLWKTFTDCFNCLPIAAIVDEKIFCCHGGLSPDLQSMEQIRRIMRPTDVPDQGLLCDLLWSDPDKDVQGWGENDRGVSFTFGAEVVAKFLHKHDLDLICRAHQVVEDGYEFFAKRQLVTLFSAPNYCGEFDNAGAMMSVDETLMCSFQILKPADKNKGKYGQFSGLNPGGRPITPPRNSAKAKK
Efflux pump inh = blocks antifungal efflux pumps in multiplex yeast assay | S. cerevisiae Candida pump triplex, Nile Red efflux | inhibition, % at 10 µM | 330,000 compounds, 0.44% hits;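 active means plate passing quality check with inhibition over a set limit, or well fluorescence over plate mean plus 4 SD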;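 further: Nile Red retained in pooled yeast measured as flow cytometry median fluorescence; 0% = buffer negative control and 100% = Enniatin B positive control; higher means more Nile Red kept so more efflux inhibition; some compounds called inactive have numbers as strong as hits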
core dimer inh = blocks dimerization of HCV core protein; 300,000 compounds, 0.33% hits; inhibition, % at 5 µM; TR-FRET GST/Flag-core106 dimerization, 1536-well;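 active means inhibition above the mean of all tested compounds plus 3 SD, set per screening campaign, cut at about 45% in these data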
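assay system = GST-tagged and Flag-tagged HCV core protein residues 1-106 | controls = unlabelled core106 and no-GST-core106 wells | incubation = compound-protein-antibody incubation 4 h at 22.5 °C | probe or stimulus = Eu donor and XL665 acceptor anti-tag antibodies | read-out = % inhibition based on acceptor/donor emission ratio | signal = TR-FRET 671 and 617 nm emission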
Numbers without * were called inactive; ? = inconclusive; nt = no result given. A portion of the library; rates above refer to the full screens.

SMILES	PREPL inh	GASC-1 inh	PP5 inh	Fh CTSL1 inh	LYPLA2 counter	TPT1 inh	PP1 inh	Efflux pump inh	core dimer inh
COc1cccc(CN(C)CC(=O)Nc2cccc3ccccc23)c1	-5.9	-7.0	1.2	-5.5	-9.2	8.7	1.9	0.1	1.9
O=C(CN1CCN(c2ccc(F)cc2)CC1)Nc1ccccc1C(=O)NCCc1ccccc1	23.9	nt	2.9	nt	1.4	nt	0.7	-0.1	nt
Cc1cc(C(=O)OCC(=O)Nc2cc(S(=O)(=O)N(C)C)ccc2C)c2ccccc2n1	-1.1	-7.1	-0.2	-14.3	2.5	-1.8	-0.1	-0.1	-0.5
Cc1ccc(C)c(NS(=O)(=O)c2cc(C(=O)NCc3ccncc3)ccc2C)c1	5.8	-4.2	1.2	-1.9	-1.8	-0.2	1.4	0.0	-8.1
CCOC(=O)Cc1csc(NC(=O)c2sc3nc4ccc(C)cc4cc3c2N)n1	6.7	4.7	1.5	2.3	-3.8	25.6*	2.2	0.2	-1.1
CCOc1cccc(C(=O)Nc2ccc3c(c2)OCCO3)c1	10.9	-8.9	1.0	2.4	4.9	2.7	-1.2	0.9	6.0
Cc1cc(Cl)cc(Cl)c1CNc1c([N+](=O)[O-])c(=O)oc2ccccc12	7.2	-9.4	2.0	-0.9	4.5	0.3	1.2	0.1	16.0
CCC(=O)NC1(C(F)(F)F)C(=O)Nc2c1c(=O)[nH]c(=O)n2CC(C)C (stereo not given)	-4.4	0.1	-0.1	-1.9	-0.1	4.1	-3.8	-0.1	1.6
Fc1ccccc1-c1nnc2ccc3ccccc3n12	-9.9	-4.9	1.2	-0.4	0.1	4.0	-7.4	-0.1	7.0
COc1ccc(-c2cc(C(F)(F)F)nc(N3CCCCC3)n2)cc1OC	2.2	-3.1	3.8	7.4	-1.1	-3.2	0.3	-0.2	-3.0
O=C1c2ccccc2C(=O)N1OS(=O)(=O)c1ccc(F)cc1	-7.2	14.0	-0.4	7.2	0.1	-3.5	-1.5	-0.1	0.9
Cc1[nH][nH]c(=O)c1/C=N/N1CCOCC1	-9.3	3.7	5.0	-3.9	3.0	3.1	-4.2	0.0	2.4
Cc1cc(C(=O)NCCc2ccccc2)c2cc(F)ccc2n1	2.2	-7.2	0.1	-1.9	-0.1	1.2	1.2	0.2	0.0
Cc1ccc(NC(=O)CC2CS(=O)(=O)CC2CC(=O)Nc2ccc(C)c(C)c2)cc1C (stereo not given)	-6.2	-5.7	1.9	0.4	1.8	-5.2	0.6	-0.1	-2.4
NS(=O)(=O)c1ccc(NC(=O)COC(=O)CCC2CCCC2)cc1	4.7	14.2	-0.4	-3.6	-3.2	0.9	0.5	0.2	-2.7
C/C(=N\NC(=O)CCc1ccccc1)C1C(=O)c2ccccc2C1=O	0.7	3.7	-2.2	1.1	-2.1	-0.9	0.1	0.0	-0.6
O=C(COC(=O)C1CCN(/C=C/C(=O)C(F)(F)F)CC1)Nc1ccccc1	11.2	8.3	-1.1	-1.7	6.5	-6.8	-2.8	-0.3	-11.5
COc1cccc(N2CCN(C3CCCC(C)C3)CC2)c1 (stereo not given)	9.4	-0.3	1.1	-0.6	3.8	-1.9	1.8	-0.7	-4.2
COc1cc(C(=O)NCCN2CCN(C(=O)c3cc(OC)c(OC)c(OC)c3)CC2)cc(OC)c1OC	-1.2	-4.9	0.2	2.0	-0.4	0.2	-2.1	-0.1	-2.7
COc1cccc(-c2cc(C(=O)N3CCN(c4ncccn4)CC3)c3ccccc3n2)c1	15.4	-7.0	3.9	1.0	3.3	-2.7	-0.9	0.1	10.3
CC1CCCN(S(=O)(=O)c2ccc(NC(=O)C3CCN(C(=O)C(C)(C)C)CC3)cc2)C1 (stereo not given)	3.5	8.0	1.9	nt	-1.8	nt	-4.5	0.1	nt
Cc1ccc2[nH]cc(CCNC(=O)c3ccco3)c2c1	5.5	-15.3	1.4	-5.8	-6.7	0.5	2.9	0.2	-10.4
Cc1cc(C)c2c(N)c(C(=O)c3ccc(Br)cc3)oc2n1	4.0	3.3	2.1	0.2	-7.9	5.3	1.3	0.2	-4.3
CC1=C(C(=O)Nc2cc(C(=O)N3CCN(c4cccc(C)c4C)CC3)ccc2C)SCCO1	27.6	-3.2	3.5	6.4	3.1	-4.2	2.6	0.0	15.1
Cc1ccc(NC(=S)NNS(=O)(=O)c2ccc3ccccc3c2)cc1Cl	-19.4	-9.3	2.2	-0.1	-5.1	-5.1	5.3	0.2	5.0
Cn1c(N)c(C(=O)Nc2cccc(Cl)c2)c(=O)n(C)c1=O	-39.9	-6.2	3.5	0.4	-2.9	3.0	1.9	-0.2	-3.0
CCn1cc(CNC(=O)c2cc([N+](=O)[O-])c(C)c([N+](=O)[O-])c2)cn1	11.6	2.6	1.4	-2.5	1.9	1.5	-2.8	0.4	-4.7
O=C(NC(=S)Nc1nc(-c2ccc(Br)cc2)cs1)c1cccnc1	4.4	-2.4	-0.5	0.2	-3.5	1.5	-1.1	-0.3	3.1
CC(C)c1ccccc1OCCCCN1CCCCC1	-20.9	-0.2	-1.1	-2.0	1.5	0.9	1.3	0.1	0.8
CCn1cc(C(=O)NCCc2ccc(C)cc2)c(=O)c2cc(S(=O)(=O)N(C)C)ccc21	-1.9	-6.1	3.5	-0.9	3.5	0.4	0.7	0.0	-5.8

Structural class, the entries above with a nitro group on carbon.
SMILES	PREPL inh	GASC-1 inh	PP5 inh	Fh CTSL1 inh	LYPLA2 counter	TPT1 inh	PP1 inh	Efflux pump inh	core dimer inh
Cc1cc(Cl)cc(Cl)c1CNc1c([N+](=O)[O-])c(=O)oc2ccccc12	7.2	-9.4	2.0	-0.9	4.5	0.3	1.2	0.1	16.0
CCn1cc(CNC(=O)c2cc([N+](=O)[O-])c(C)c([N+](=O)[O-])c2)cn1	11.6	2.6	1.4	-2.5	1.9	1.5	-2.8	0.4	-4.7

Following part:
SMILES	PREPL inh	GASC-1 inh	PP5 inh	Fh CTSL1 inh	LYPLA2 counter	TPT1 inh	PP1 inh	Efflux pump inh	core dimer inh
CC(C)c1csc(CN2CCC(N3CCC(C(=O)NCC4CCCO4)CC3)CC2)n1 (stereo not given)	5.5	-0.4	-3.2	-1.5	1.0	1.9	-5.0	0.1	1.6
COc1cc(SC)ccc1C(=O)Nc1ccc(C)cc1	0.3	-15.1	1.2	6.5	0.2	1.9	2.1	-0.1	3.4
Cc1occc1-c1nnc(SCC(=O)N2CCOCC2)n1Cc1ccco1	6.1	21.7	0.4	-3.4	2.7	-3.0	-0.9	-0.1	-1.1
CCOc1ccc(-c2noc(CCC(=O)NCCc3ccccc3)n2)cc1OC	-12.1	-0.2	1.5	-3.6	8.7	-0.8	-1.8	0.0	-8.2
COC(=O)c1cc(OC)c(OC)cc1NC(=O)c1csc(C)c1	8.6	-1.0	1.2	0.5	-1.6	-3.2	-0.1	-0.2	-4.1
O=C(Nc1sc2c(c1C(=O)O)CCC2)c1ccccc1F	-0.9	-8.3	1.9	5.5	-4.3	1.4	-2.0	-0.2	-1.6
O=[N+]([O-])c1ccc(-c2ccc(/C=N/Nc3nc(NCc4ccccc4)nc(N4CCOCC4)n3)o2)cc1	2.3	-1.4	3.5	0.0	-12.0	87.1*	5.8	0.5	21.5
COc1ccc(-c2noc(-c3ccccc3C(=O)Nc3cccnc3)n2)cc1OC	-0.4	2.0	-0.6	-1.0	-3.1	1.5	-3.0	0.0	3.9
COc1ccc(C(=O)C2CCCN(C(=O)c3ccccc3C(C)=O)C2)cc1F (stereo not given)	6.2	-10.2	1.9	-0.2	2.4	0.4	-0.9	0.0	8.0
NC(=O)c1ccc(SCC(=O)OCC(=O)NCc2ccco2)c([N+](=O)[O-])c1	16.0	-5.1	-0.4	-8.5	4.0	0.4	-3.2	0.0	-0.9
C/C(=N\NC(=O)c1ccco1)c1ccc(C(=O)O)s1	3.1	-2.9	1.3	1.7	9.3	-2.2	-1.7	0.0	-2.3
Cc1ccc(S(=O)(=O)Nc2ccc(S(=O)(=O)N3CCCC3)cc2)cc1	6.8	-25.3	3.2	-6.1	-1.9	-0.1	1.9	0.7	3.1
O=C(CP(=O)(c1ccccc1)c1ccccc1)N1CCCCC1	1.4	6.1	-0.2	-2.4	-0.4	-1.2	-6.2	-0.2	-0.1
COc1ccc2cc1Oc1ccc(cc1)C[C@H]1c3cc(c(OC)cc3CCN1C)Oc1c(OC)c(OC)cc3c1[C@H](C2)N(C)CC3	60.9*	?	2.8	-0.1	4.1	-1.0	-0.2	0.0	-3.3
CC(C)Sc1nc2c(c(=O)[nH]c(=O)n2C)n1CCc1ccccc1	-4.1	-9.6	4.0	2.5	4.0	-0.7	-3.8	0.0	2.5
Cc1ccccc1Cn1nnc(-c2ccc3c(c2)OCO3)n1	-22.7	-13.9	4.0	-0.3	10.3	0.8	1.0	0.1	-0.7
COc1ccc2nc(SCC(C)=O)c(C#N)cc2c1	15.6	5.4	3.4	-1.9	6.8	-9.2	-1.4	-0.1	-72.1
O=C(COC(=O)c1ccco1)Nc1ccccc1[N+](=O)[O-]	6.3	20.5	-1.5	-11.0	-2.2	-1.8	-1.4	0.0	0.5
COC(=O)C(=Nc1ccccc1)/C(C(=O)C(=O)N(C)c1ccccc1)=C(\O)c1ccccc1	14.6	4.5	-0.8	3.2	-6.0	1.0	-3.8	0.2	-3.6
CN(C)C(=S)SCCn1c(N)nc(N(C)C)nc1=O	3.7	14.4	2.9	6.9	-0.3	0.0	2.1	0.2	-0.4
COc1ccc(NC(=O)C(CCSC)N2C(=O)c3ccccc3C2=O)cc1 (stereo not given)	2.3	-1.3	-0.5	2.5	4.7	-1.6	-2.3	-0.1	1.5
Cc1cccc(C)c1NC(=O)CNC(=O)C(C)N1CCCCC1 (stereo not given)	-1.1	nt	-1.0	nt	3.5	nt	-5.2	0.0	nt
CC1CCCCN1C(=O)CSc1nnc2c(n1)[nH]c1ccc(F)cc12 (stereo not given)	7.1	-5.5	1.8	6.3	0.1	-3.8	-4.9	-0.2	10.8
CCC1(c2ccc(F)cc2)NC(=O)N(CC(=O)N(CCC#N)c2ccccc2)C1=O (stereo not given)	25.9	-5.4	3.0	-2.8	-1.1	-0.2	2.6	0.2	-7.2
Cn1c(SCC(=O)C(C)(C)C)nnc1-c1cccnc1	-2.4	-6.5	0.2	-1.7	0.9	-1.0	3.9	0.0	-3.8
COc1ccc(Cc2noc(CN3CCCC(OCc4ccccn4)C3)n2)cc1OC (stereo not given)	23.1	-4.4	0.4	-1.6	-4.7	-1.2	-0.2	-0.1	-10.8
CC(=O)C(Sc1ccc2nnc(-c3ccncc3)n2n1)C(C)=O	6.3	1.3	-0.3	1.4	7.2	-2.5	0.9	0.0	-2.0
CCCn1nnnc1SCC(=O)N1CCN(C(=O)c2ccco2)CC1	12.6	3.0	-0.8	-0.6	-1.3	-4.4	-3.4	0.0	0.8
CC(=O)Oc1ccc2c(=O)oc(-c3ccc([N+](=O)[O-])cc3)nc2c1	0.3	-2.1	-2.2	-9.3	-1.4	-1.8	-4.4	0.0	0.8

Bioassay records (PubChem BioAssay)
